# Giardia killer – Giardia lamblia killing; Giardia lamblia trophozoite viability; activity change, % at 7.66 µM, hits read low; 340,000 tested, 0.15% active; in the data active = activity change below about -80%; inconclusive = between about -30% and that limit;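 also: parasites exposed to compound for two days anaerobically before the ATP read; % is scaled to controls: 0 for no effect and ±100 for the full control effect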
#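 Trophozoites 100 cells/well + cpd; 48 hrs, 37 deg C, anaerobic. ATPLite 1-Step added, 15-30 min RT, luminescence read (ATP-based viability).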
# Menin-MLL TR inh – displaces Texas Red mutant MLL peptide from human menin; O00255; Menin + Texas Red MLL mutant peptide, fluorescence polarization; Potency, µM (top dose mostly 61.6 µM), for inactives: top-dose FP activity change, negative = inhibition, most hits filed as inhibitors; 270,000 tested, 0.23% active; AID 1768; active = well fitted inhibition curve with a large enough effect in the polarisation, with a control signal flat, not every such curve was filed as active; inconclusive = small, poorly fitted or top-dose-only effect, or effect the other way, or a change in a side signal; inactive = no such curve, though single readings can be large or run the other way; the % refers to the polarisation; also: potency is read from the fitted curve at half-maximal effect; % of control where 0% means no effect; many of its hits are not listed in these tables
# PKM2 act – increases activity of human pyruvate kinase M2 | P14618 | Potency, µM (titrated, usually from 57.5 µM), for inactives: top-dose activation, actives largely listed as activators | purified PKM2, Kinase-Glo ATP luminescence, activation; response scale: 0% is enzyme alone, no compound | 260,000 tested, 0.34% active; also: potency is read from the fitted curve at half-maximal effect; % is scaled to controls: 0 for no effect and ±100 for the full control effect; nearly all actives have a fitted effect of over 55% in size
#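 Kinase-Glo luminescence reports ATP generated from ADP (0.1 mM) and PEP (0.5 mM) by purified hPK-M2 after 1 h at room temperature, pH 7.2 imidazole buffer; intermediate enzyme activity allows detecting inhibitors and activators.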
# GALK inhibitor – inhibitors of human galactokinase. Potency, µM (titrated, usually from 57.5 µM), inactives show at the highest dose activity change, negative = inhibition, most hits filed as inhibitors. 270,000 tested, 0.007% active. P51570. Purified GALK, Kinase-Glo residual ATP luminescence; also: potency is read from the fitted curve at half-maximal effect; % is scaled to controls: 0 for no effect and ±100 for the full control effect
#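 Luminescence from leftover ATP (Ultra-Glo luciferase/luciferin) served as read-out after a 1 h room-temperature reaction of 5 nM GALK with 35 uM ATP and 100 uM galactose.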
# FBPA coupling cs – inhibits coupling enzyme system, counter-screen for aldolase hits. 290,000 tested, 0.67% active. activity change, negative = inhibition, % at 58.2 µM, hits read low. coupling enzyme system counterscreen, AmpLite Red fluorescence; in the data active = activity change below about -30%; also: % is scaled to controls: 0 for no effect and ±100 for the full control effect
#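 Final compound at 57.5 uM, incubated 10 min at RT with coupling enzyme reagent (glyceraldehyde-3-phosphate), then 20 min with substrate and AmpLite Red detection. Fluorescence read at 525/598 nm; tests interference with the coupling assay, not aldolase inhibition.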
# TRPV1 ag – activates the human vanilloid receptor TRPV1; activation, % at 8.33 µM; 320,000 tested, 0.19% active; TRPV1-expressing cells, Fluo-8 calcium influx, agonist mode; in the data active = activation above about 80%; inconclusive = between about 30% and that limit; also: 0% is about no effect
#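 Fluo-8 calcium influx in TRPV1-expressing cells, kinetic read (ex 480/em 520 nm). Compound added and read 3 min for agonist activity, followed by capsaicin at EC20 final and 2 min further read for enhancement.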
# USP2a block – inhibitors of human ubiquitin-specific protease USP2a | USP2 core, Ub-CHOP2 coupled fluorogenic reporter, 485/531 | O75604 | 330,000 tested, 0.01% active | Potency, µM (highest dose often 38.3 µM), for inactives: at the highest dose activity change, negative = inhibition, usual class: inhibitors;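 also: potency is read from the fitted curve at half-maximal effect; plate controls were DMSO wells for no effect and full inhibition by NEM control for full effect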
#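 USP2 core (10nM final) preincubated 30min RT with compound in 20mM Tris-HCl pH 8.0, 2mM CaCl2, 2mM beta-mercaptoethanol, 0.05% CHAPS; 25nM Ub-CHOP2 plus 25nM reporter substrate added, fluorescence (Ex485/Em531) read after 60min.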
# MLL CXXC-DNA inh – blocks binding of human MLL CXXC domain to DNA; Q03164; MLL-CXXC / FITC-HOXA9 DNA fluorescence polarization; Potency, µM (titrated, usually from 115 µM), without a hit: top-dose activity change, negative = inhibition, most hits filed as inhibitors; 290,000 tested, 0.037% active; AID 2662; active = well fitted inhibition curve with a large enough effect in the polarisation, with a control signal flat, not every such curve was filed as active; inconclusive = small, poorly fitted or top-dose-only effect, or effect the other way, or a change in a side signal; inactive = no such curve, though single readings can be large or run the other way; the % refers to the polarisation; also: potency is read from the fitted curve at half-maximal effect
#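 Fluorescence polarization: 7 uM MLL-CXXC (stock) preincubated 5 min with compounds, then 50 nM fluorescein-HOX-A9 DNA (stock) added; 30 min ambient. Buffer 50 mM Tris-HCl pH 7.5, 50 mM NaCl, 1 mM DTT, 0.05% BSA.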
# KCNH2 WT inh – KCNH2 (human, wildtype) channel inhibition. Q12809. U2OS, BacMam KCNH2, thallium flux FluxOr; stronger effect = lower value. activity change, % at 1.84 µM. 340,000 tested, 0.37% active. AID 720551;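 active = maximum activity change below -70%; inconclusive = maximum activity change between -70% and -50%; inactive = maximum activity change above -50%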; also: % is scaled to controls: 0 for no effect and ±100 for the full control effect
# Target sequence (Q12809 whole entry, looked up): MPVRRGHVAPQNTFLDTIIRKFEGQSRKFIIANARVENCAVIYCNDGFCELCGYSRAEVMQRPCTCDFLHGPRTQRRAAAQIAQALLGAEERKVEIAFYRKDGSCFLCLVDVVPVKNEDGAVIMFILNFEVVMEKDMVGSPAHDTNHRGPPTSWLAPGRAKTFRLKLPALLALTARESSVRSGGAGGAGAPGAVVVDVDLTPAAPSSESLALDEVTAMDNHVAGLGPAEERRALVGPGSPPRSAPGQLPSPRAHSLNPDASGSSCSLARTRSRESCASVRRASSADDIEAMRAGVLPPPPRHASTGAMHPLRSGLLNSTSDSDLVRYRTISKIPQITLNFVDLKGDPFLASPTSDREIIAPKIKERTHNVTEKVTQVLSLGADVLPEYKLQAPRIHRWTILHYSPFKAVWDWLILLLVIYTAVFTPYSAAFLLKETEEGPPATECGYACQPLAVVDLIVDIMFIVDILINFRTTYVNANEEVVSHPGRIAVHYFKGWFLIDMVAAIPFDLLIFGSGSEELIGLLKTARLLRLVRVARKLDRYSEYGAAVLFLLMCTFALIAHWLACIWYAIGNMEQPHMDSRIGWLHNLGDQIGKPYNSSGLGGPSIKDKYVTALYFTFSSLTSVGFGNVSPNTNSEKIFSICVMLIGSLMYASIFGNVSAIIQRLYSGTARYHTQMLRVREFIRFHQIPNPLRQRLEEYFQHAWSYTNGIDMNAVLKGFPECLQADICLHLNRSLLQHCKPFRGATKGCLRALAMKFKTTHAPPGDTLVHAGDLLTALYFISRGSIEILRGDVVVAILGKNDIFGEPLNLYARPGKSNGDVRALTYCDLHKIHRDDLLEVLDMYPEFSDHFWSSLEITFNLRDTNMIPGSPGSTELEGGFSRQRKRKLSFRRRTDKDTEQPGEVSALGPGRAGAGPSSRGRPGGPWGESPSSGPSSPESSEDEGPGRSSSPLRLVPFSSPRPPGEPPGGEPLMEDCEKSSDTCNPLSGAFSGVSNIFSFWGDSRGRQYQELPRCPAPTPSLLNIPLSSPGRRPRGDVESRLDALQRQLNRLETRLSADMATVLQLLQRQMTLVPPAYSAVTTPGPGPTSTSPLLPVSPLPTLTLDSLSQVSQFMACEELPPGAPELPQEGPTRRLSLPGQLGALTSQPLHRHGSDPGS
#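 U2OS cells were transduced with wild-type KCNH2 virus (2.03 x 10^8 / mL) for 4 h at room temperature, then cultured overnight at 37 C. Thallium flux was read with FluxOr dye. Rate constants were normalized to DMSO controls.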
# KCNH2 3.1 inh – inhibitors of human KCNH2 3.1 potassium channel isoform; U2OS KCNH2 3.1, thallium flux FluxOr; stronger effect = lower value; activity change, % (tested at about 1.8 µM); 340,000 tested, 0.95% active;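 active = maximum activity change below -70%; inconclusive = maximum activity change from -70% to -50%; inactive = maximum activity change above -50%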;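 also: thallium influx rate constant from kinetic fluorescence after stimulation buffer; % is scaled to controls: 0 for no effect and ±100 for the full control effect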
#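 Steps: virus added to U2OS suspension (4 h, RT, dark); medium with 10% FBS added, cells plated, 37 C overnight; FluxOr/Red40 loading buffer 45 min RT; stimulation buffer, 2 min kinetic read; rate constant normalized.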
# B2AR arrestin – recruits beta-arrestin to the human beta2-adrenergic receptor; P07550; beta-arrestin recruitment to beta2AR, cell-based reporter; Potency, µM (top dose mostly 46.1 µM), for the others: at the top dose activation, most hits filed as activators; 330,000 tested, 0.02% active; AID 492947;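 also: potency is read from the fitted curve at half-maximal effect; 0% = DMSO controls and full agonism = EC100 isoproterenol or metaproterenol; nearly all actives have a fitted effect of over 65% in size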
# * = called active by the depositor; ? = inconclusive; nt = no result given; & = joins results of further samples; [ ] = another dose, or the depositor's remark. Unless noted, calls follow the shape of the dose curve; as a rule, active = well fitted curve in the direction sought with a large enough effect; inconclusive = small, poorly fitted or top-dose-only effect, or another doubt; inactive = no such curve, though single readings can be large; an effect the other way counts as inactive or inconclusive.
SMILES,Giardia killer,Menin-MLL TR inh,PKM2 act,GALK inhibitor,FBPA coupling cs,TRPV1 ag,USP2a block,MLL CXXC-DNA inh,KCNH2 WT inh,KCNH2 3.1 inh,B2AR arrestin
CCOC(=O)c1oc2nc3c(cc2c1N)CCCC3,-19,nt,-10%,3%,0,nt,1%,-3%,9,6,-0.3%
Cc1cc(Nc2ccccc2)c2c([N+](=O)[O-])c(C)cc(C)c2n1,-26,-1%,-1%,-2%,5,2,3%,-5%,28,-26,4.7%
COCc1ccc(C(=O)N2CCCC(Nc3ccc(C(C)C)cc3)C2)o1 (stereo not given),-16,nt,5%,-6%,nt,?,0%,3%,-2,0,-0.4%
CCN1C(=O)C(=O)N(CC(=O)NC(C)CCc2ccccc2)C1=O (stereo not given),9,nt,nt,nt,nt,1,2%,nt,5,42,-0.2%
O=C1c2ccccc2CN1CCNC(=S)NC1CCCCC1,2,-2%,-1%,-1%,-1,9,2%,2%,3,1,-0.2%
Cc1ccc(/C=N/NC(=O)CSc2nc3ccccc3n2C)s1,-3,-18%,8%,nt,-32*,5,2%,-4%,0,-1,-0.9%
CN1C(=O)c2ccccc2C(C(=O)O)C1c1cn(C)c2ccccc12 (stereo not given),3,5%,-1%,nt,-2,-3,-1%,-4%,4,7,7.2%
OCCCn1c(-c2ccccc2)n[nH]c1=S,7,-2%,-3%,0%,-1,-5,1%,-9%,0,4,12%
Cc1ccc(N2C(=O)c3cccc([N+](=O)[O-])c3C2=O)cc1C,-4,10%,-1%,7%,0,-2,3%,5%,4,-1,0.0%
O=[N+]([O-])c1ccc(/C=C/c2nc3ccc([N+](=O)[O-])cc3[nH]2)cc1,-20,?,-2%,0%,10,1,-1%,-7%,20,-1,2.1%
Cc1ccc(S(=O)(=O)N(C)CC(=O)NCCCn2ccnc2)cc1,-7,4%,nt,-3%,4,-1,4%,0%,3,9,-0.5%
CCC(C)(C)NC(=O)CN(Cc1ccc(F)cc1)C(=O)CCC(=O)Nc1ccccn1,8,-12%,-4%,0%,1,2,-1%,6%,6,-4,-0.4%
Cc1nn(CC(=O)N(C)Cc2ccccc2)c(=O)c2cccn12,-4,nt,nt,-4%,nt,0,-1%,0%,3,2,0.5%
COc1cccc(-c2nnc(NC(C)=O)o2)c1,-11,nt,-9%,2%,6,-2,-1%,10%,1,15,-0.2%
COc1cc(/C=C/C(=O)Nc2ccccc2C(F)(F)F)cc(OC)c1OC,nt,12%,0%,-4%,nt,1,-1%,3%,nt,nt,-0.2%
C=CCNC(=O)C1CCN(C(=O)c2ccc(-c3ccccc3)cc2)CC1,29,-13%,1%,3%,5,7,2%,-19%,-18,4,0.2%
CC1CC(C)CN(C(=O)/C(=C\c2ccccc2)c2ccccc2)C1 (stereo not given),-1,?,-2%,0%,5,?,-7%,5%,12,-25,0.7%
COc1cccc(NC(=O)CN(C)CC(=O)c2c(C)[nH]c3ccccc23)c1,-10,nt,nt,nt,nt,12,0%,nt,-7,-6,-0.1%
CCOC(=O)/C(=C\C=C1/Sc2ccccc2N1CC)C(C)=O,15,0%,7%,3%,-3,?,?,?,8,-1,-0.5%
COCCN(C(=O)c1cc2c(s1)CCCCC2)c1c(N)n(Cc2ccccc2)c(=O)[nH]c1=O,6,nt,nt,nt,nt,0,2%,nt,-1,12,0.2%
Cn1c(=O)c2c(nc(N/N=C/c3cccs3)n2C)n(C)c1=O,-2,nt,2%,-3%,-9,2,3%,-10%,-36,3,4.0%
COc1cccc(O[C@@H]2O[C@@H]3COC(C)(C)O[C@H]3[C@H](O)[C@H]2NC(C)=O)c1,6,10%,3%,3%,-1,0,1%,-2%,0,5,-0.5%
COc1ccc(C(=O)C[n+]2cccc3cc(C)ccc32)cc1,2,6%,-1%,6%,-2,-4,0%,-2%,-2,-8,-0.6%
CSc1cccc(NC(=O)c2nnn(CC(=O)Nc3cc(C)cc(C)c3)c2N)c1,-22,26%,nt,8%,3,-2,2%,-5%,-1,2,0.1%
COc1cc(OC)cc(C(=O)N2CCCC(c3nc(-c4ccc(C)o4)no3)C2)c1 (stereo not given),-14,-8%,2%,-1%,2,4,1%,0%,2,-6,0.2%
CC(C)(C)OC(=O)N1CCC[C@H]1C(=O)NCc1ccc(Cl)cc1Cl,-1,-12%,3%,-1%,5,5,4%,3%,-2,-11,0.7%
COc1ccc(CN=C2NC(=O)CC(C(=O)Nc3ccccc3C)S2)cc1 (stereo not given),-4,20%,4%,0%,2,-4,1%,7%,11,2,-0.3%
COc1ccc(N2CC(C(=O)OCC(=O)c3ccc(C)cc3)CC2=O)cc1 (stereo not given),8,-13%,-4%,6%,0,1,2%,-9%,nt,17,-0.1%
CS(=O)(=O)NN1C(=O)c2ccccc2NC1c1cccc2cccnc12 (stereo not given),-15,-1%,1%,0%,-2,1,0%,6%,5,14,-0.4%
O=C(C=C1SCCS1)/C=C/c1ccco1,-22,nt,3%,0%,0,nt,3%,-1%,-36,-13,0.2%
O=C(Cc1ccc([N+](=O)[O-])cc1)N/N=C/c1ccccc1F,14,-20%,0%,0%,-2,0,2%,2%,-3,2,0.1%
O=S(=O)(Nc1ccccc1N1CCCCC1)c1ccc(F)cc1F,-24,0%,1%,0%,-11,23,3%,1%,-10,-7,-0.2%
COc1ccc(C)cc1NC(=O)C(Sc1nnnn1C)c1ccccc1 (stereo not given),-18,-3%,-2%,12%,5,22,-1%,?,3,-1,0.0%
COc1ccc(Cn2ccnc2SCC(=O)NC2CCCCC2)cc1,24,nt,-5%,6%,nt,5,2%,1%,6,-15,-0.3%
CCOC(=O)C1(CCc2ccccc2)CCN(C(=O)C(C)n2cncn2)CC1 (stereo not given),14,-1%,-2%,1%,0,14,-1%,3%,3,7,3.5%
COc1cccc(CNC(=O)CCNS(=O)(=O)c2cccc3nsnc23)c1,-22,8%,3%,-2%,0,11,1%,-4%,1,1,-0.2%
O=C(OCc1cccc([N+](=O)[O-])c1)c1cccnc1Cl,23,nt,nt,5%,3,-5,-2%,?,-7,-15,0.1%
CC(C)Cn1c(-c2ccco2)nc2c(c(=O)c3ccccc3n2C)c1=O,nt,-11%,?,1%,4,22,0%,0%,nt,nt,0.1%
Cn1c(=NC(=O)COc2ccccc2)sc2ccccc21,-12,?,12%,0%,2,17,3%,-5%,-16,-6,-0.7%
COc1ccccc1CNC(=O)CN1C(=O)NC2(CCCC2)C1=O,51[activator],nt,nt,nt,nt,1,5%,nt,-43,9,-0.2%
Cn1c(CS(=O)Cc2c(Cl)cccc2Cl)nnc1SCc1c(Cl)cccc1Cl (stereo not given),-2,0%,1%,0%,4,4,-1%,1%,3,28,-0.3%
COC(=O)c1ccc(OC(=O)CN2C(=O)c3ccccc3C2=O)cc1,5,-20%,7%,-3%,4,2,0%,-1%,-5,13,-3.0%
C/C=C/c1ccc(OCCCn2cncn2)c(OC)c1,-4,2%,1%,1%,0,15,-1%,-2%,4,9,-0.3%
COC(=O)c1ccc(NC(=S)NC(=O)C2CCC2)cc1,-13,nt,1%,0%,nt,3,-1%,0%,-4,-5,0.4%
O=C(Nc1cccc(C(F)(F)F)c1)C1CCCCC1,0,22%,-2%,-3%,-5,?,3%,6%,-5,-34,-0.1%
Cc1cc(NC(=O)Nc2cccc(C(F)(F)F)c2)no1,62[activator],53%[activator],-4%,0%,4,23,nt,-7%,-14,-1,nt
COc1ccc(NS(=O)(=O)c2cccc(C(=O)NNC(=O)CNC(=O)c3cccc(C)c3)c2)cc1,-3,18%,0%,-1%,5,1,0%,?,16,0,3.0%
OCCN1CCN(c2ncnc3sc4c(c23)CCCC4)CC1,0,?,0%,-3%,-2,-11,2%,4%,-4,-9,-0.9%
CCCN1CCN(S(=O)(=O)c2cc3c(cc2C)NC(=O)CO3)CC1,16,4%,10%,nt,0,1,3%,nt,7,31,-0.4%
COC(=O)C1=C(C)NC(C)=C(C(=O)OC)C1C(=O)OCCN1C(=O)c2ccccc2C1=O,-14&-7,-2%,-3%,2%,-2,-3,1%,-3%,4&3,10&8,0.2%
Cn1nnnc1SCC(=O)Nc1ccccc1[N+](=O)[O-],5,26%,14%,-3%,0,-1,2%,1%,-4,6,-0.8%

# Screening results: PubChem, National Center for Advancing Translational Sciences (NCATS)

# Not all compounds are listed, so the mix of outcomes need not match the whole.
